GSIS activator: GLuc luminescence reporter in INS-1E cells, primary screen for activators of glucose-dependent secretion of insulin. INS-1E GLuc reporter insulin secretion, 2-3 h. AID 743287. hit rate 0.61% among 370,000. activation, % at 16.6 µM;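 active means lowest replicate activation of at least 40%, so every replicate reaches that level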;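 further: 0% = median of neutral control wells and 100% = median of IBMX positive control wells; some compounds called inactive have numbers as strong as hits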
F508del corr: CFTR F508del correction in bronchial cells. CFBE cells, YFP halide quenching; stimulated with forskolin plus potentiator P3; % fluorescence drop versus neutral controls. activity (quench increase), % at 7.58 µM. hit rate 0.36% among 350,000;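 active means mean added fluorescence quench of at least 8% versus neutral control, with both replicates also reaching 8%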;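 further: cells transiently co-express mutant CFTR-F508del with the halide-sensitive YFP; corrector assay measuring rescue of mutant channel to the surface after 24 h compound exposure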
esBAF inh: blocks esBAF chromatin remodeling in mouse ES cells; hit rate 2% among 350,000; reporter increase, % at 12.5 µM; AID 602393; Bmi1-luciferase knock-in reporter, 24 h; 100% = twice the neutral-well signal; in the data active means activation above about 40%;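 further: 0% = median of the plate's neutral control wells and 100% = double that signal; a rise in the Bmi1 reporter signal indicates esBAF inhibition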
Xi reactivation: activators of X-chromosome reactivation in mouse fibroblasts; XiGFP mouse fibroblasts, % GFP-positive cells imaging, 3 d; cells co-treated with 5-aza-dC sensitizer; scaled so ellipticine positive control = 100%; activation, % at 7.58 µM; hit rate 0.055% among 360,000; AID 743238;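 active means mean normalized replicate activation at least 10% and every replicate at or above 10%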;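 further: 0% = median of on-plate neutral control wells and 100% = ellipticine 6 µM median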
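Assay system – SV40-immortalized XiGFP fibroblast cells, line 68-5-11 · Buffer or medium – DMEM supplemented with 5-aza-dC as sensitizing agent · Dosing – one concentration, pinned · Benchmarks – positive control ellipticine, 6 µM final · Times – 3 days compound exposure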
ERAP1 HTS inh: inhibitors of human ERAP1 aminopeptidase | Q9NZ08 | recombinant ERAP1, Leu-AMC fluorescence, 60 min | inhibition, % at 10.7 µM | hit rate 0.15% among 340,000 | AID 652197;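 active means mean replicate inhibition of at least 30%, or all replicates individually reaching that 30% level; inactive means mean below 30% and not every replicate reaching it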;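 further: 0% = neutral control wells and 100% = L-leucinethiol positive control wells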
Target sequence (Q9NZ08 whole entry, looked up): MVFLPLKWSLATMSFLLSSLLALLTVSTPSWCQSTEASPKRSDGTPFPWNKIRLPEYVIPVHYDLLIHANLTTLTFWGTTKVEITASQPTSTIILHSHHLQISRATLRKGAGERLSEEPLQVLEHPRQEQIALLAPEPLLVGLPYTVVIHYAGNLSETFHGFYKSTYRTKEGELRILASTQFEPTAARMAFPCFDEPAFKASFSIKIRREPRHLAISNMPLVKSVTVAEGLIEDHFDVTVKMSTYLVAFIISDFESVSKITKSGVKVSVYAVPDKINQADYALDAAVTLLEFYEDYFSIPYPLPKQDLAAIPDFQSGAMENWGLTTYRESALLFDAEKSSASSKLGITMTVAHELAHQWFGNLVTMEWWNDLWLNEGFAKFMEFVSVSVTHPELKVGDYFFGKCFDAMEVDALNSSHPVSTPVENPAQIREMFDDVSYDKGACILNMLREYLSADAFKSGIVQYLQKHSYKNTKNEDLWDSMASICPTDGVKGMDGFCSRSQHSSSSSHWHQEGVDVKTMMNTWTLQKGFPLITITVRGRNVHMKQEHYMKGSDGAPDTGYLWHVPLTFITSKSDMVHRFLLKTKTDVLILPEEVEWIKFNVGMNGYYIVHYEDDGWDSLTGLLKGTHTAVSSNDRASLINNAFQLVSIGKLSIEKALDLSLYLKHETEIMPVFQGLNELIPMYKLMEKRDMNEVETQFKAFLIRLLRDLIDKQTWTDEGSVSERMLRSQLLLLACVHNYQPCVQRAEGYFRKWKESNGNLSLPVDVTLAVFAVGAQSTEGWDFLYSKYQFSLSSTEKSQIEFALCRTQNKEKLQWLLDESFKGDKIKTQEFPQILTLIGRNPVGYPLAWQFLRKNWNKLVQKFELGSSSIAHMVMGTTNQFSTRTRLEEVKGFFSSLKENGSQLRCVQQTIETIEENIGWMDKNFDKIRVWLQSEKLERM
RAD54 inh: RAD54 (human) branch migration inhibition; Q92698; RAD54 Holliday junction branch migration, FAM/BHQ fluorescence; hit rate 0.14% among 360,000; inhibition, % at 10.4 µM;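 active means mean normalized replicate activity at least 40 and at least half of replicates scoring 40 or more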;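 further: 0% = median of neutral control wells and 100% = median of positive control wells; inhibitors cause a drop in the FAM fluorescence signal; in these data hits start at about 50%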
RAD52 inh: inhibitors of human RAD52 DNA annealing. hit rate 0.46% among 360,000. recombinant RAD52 DNA annealing, FRET fluorescence. inhibition, % at 18.7 µM. P43351. AID 651710;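 active means every replicate showing at least 50% inhibition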
ARNT TACC3 PPI: disrupts binding between human ARNT and TACC3; AlphaScreen His-ARNT PAS-B/GST-TACC3 binding, luminescence; TACC3 fragment carries E629A point mutation; hit rate 0.66% among 390,000; AID 623870; inhibition, % at 9.99 µM;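 active means mean inhibition of replicates at least 50% and at least half of replicates each reaching 50%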;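 further: 0% = complete ARNT plus TACC3 wells and 100% = ARNT alone without TACC3; many hits fall short of the cut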
* marks the source's active call; other numbers are inactive results; nt = not tested or not shown; & = joins results of further samples. Rows were taken by chance; about 3.3% have a hit in one of these screens.

SMILES	GSIS activator	F508del corr	esBAF inh	Xi reactivation	ERAP1 HTS inh	RAD54 inh	RAD52 inh	ARNT TACC3 PPI
O=C(c1ccc(CNc2c(N3CCCC3)c(=O)c2=O)cc1)N1CCc2ccccc2C1	-3	2.5	-11	0.0	nt	-5	4	32
CCCCn1c(N)c(N2CCOCC2)c(=O)n(CC(=O)NCCc2ccccc2)c1=O	-4	-1.0	nt	0.0	-2	nt	-7	-2
C[C@H](CO)N1C[C@H](C)[C@@H](CN(C)S(C)(=O)=O)Oc2ccc(NC(=O)Nc3ccc(C(F)(F)F)cc3)cc2C1=O	nt	0.8&-2.2	-5&7	0.6	0&-1	5&-1	-2&-18	3&-1
CCCNC(=O)N1CC2(C1)[C@@H](c1ccccc1)[C@@H](CO)N2C(=O)c1ccncc1	17	3.8	nt	0.4	1	nt	-1	nt
COc1ccc(C(=O)OCC(=O)Nc2nc3c(F)c(F)c(F)cc3s2)cc1OC	-11	1.1	-8	0.2	8	nt	-17	-2
O=C(COc1ccccc1[N+](=O)[O-])Nc1cccc(C(=O)Nc2ccccc2C(=O)O)c1	-3	3.5	nt	0.0	-19	-5	-3	nt
Cc1ccc(NC(=S)NC(=O)/C=C/c2ccc(Cl)cc2)cc1	nt	nt	nt	0.3	-1	nt	-11	-3
CC(=O)c1sc(NC(=O)CCCOc2ccc(Cl)cc2)nc1C	-11	-0.8	nt	0.3	5	nt	-10	-3
Cc1noc(C)c1NC(=O)Nc1cccc2c1O[C@@H](CN(C)Cc1ccc3c(c1)OCO3)[C@H](C)CN([C@@H](C)CO)C2=O	20	-2.7	-1	0.0	1	9	6	-13
C[C@@H]1CN([C@@H](C)CO)C(=O)c2cc(NC(=O)Nc3ccccc3)ccc2O[C@@H]1CN(C)Cc1ccc2c(c1)OCO2	-24	0.9	3	-0.1	2	2	10	4
COc1ccc(F)cc1S(=O)(=O)N1CCCN(S(=O)(=O)c2cc(F)ccc2OC)CC1	-10	nt	10	nt	2	10	8	nt
CC(=O)Nc1ccc(CN2CCCC(CCC(=O)NCc3ccccc3F)C2)cc1 (configuration not stated)	12	0.3	nt	0.4	-3	-2	-21	-7
CC(=O)Nc1c(C(=O)N2CCCCCC2)cnn1-c1ccccc1	7	nt	-1	nt	nt	-1	nt	-17
Cc1ccc(S(=O)(=O)Nc2ccc3c(c2)C(=O)N([C@@H](C)CO)C[C@H](C)[C@H](CN(C)Cc2ccccc2)OCCCC[C@H](C)O3)cc1	-22	2.7	0	0.4	nt	11	nt	2
CC(C)c1ccc(C(C(=O)NC2CCCCC2)N(C(=O)c2csnn2)C2CC2)cc1 (configuration not stated)	17	-1.1	-6	0.3	-1	9	-42	nt
COc1ccc(CN2CCCC(C(=O)c3ccc(SC)cc3)C2)cc1Cn1cccn1 (configuration not stated)	-60	0.5	7	-0.2	-2	2	1	6
C[C@@H]1CCCCO[C@@H](CN(C)S(C)(=O)=O)[C@@H](C)CN([C@@H](C)CO)C(=O)c2cc(NS(=O)(=O)c3ccc(F)cc3)ccc2O1	11	-2.5	0	-1.0	2	-9	2	-12
Cc1c(C(=O)O)sc2nc3n(c(=O)c12)CCC3	-4	-2.4	-8	0.1	8	-12	-12	2
C[C@@H]1CCCCO[C@H](CN(C)C(=O)c2ccncc2)[C@H](C)CN([C@@H](C)CO)C(=O)c2cc(NS(=O)(=O)c3ccc(Cl)cc3)ccc2O1	-30	-4.2	6	0.1	-4	-4	11	-7
C[C@@H]1CCCCO[C@H](CN(C)S(=O)(=O)c2ccccc2)[C@@H](C)CN([C@H](C)CO)C(=O)c2cc(NC(=O)Cc3ccccc3)ccc2O1	-4&-8	2.3&-1.3	8&3	0.0&0.2	-3&0	-12&11	-10&-4	-16
COc1ccccc1OCc1ccc(C(=O)N2CCN(C)CC2)o1	-4	0.3	nt	0.0	-4	5	-24	-5
C[C@H]1CCCCO[C@@H](CN(C)S(C)(=O)=O)[C@@H](C)CN([C@@H](C)CO)C(=O)c2cc(N(C)C)ccc2O1	27	-1.8	-9	0.0	3	-6	-33	-1
Cc1ccc(NC(=O)Cn2nc([N+](=O)[O-])c(Br)c2C)cc1C	-10	2.8	-7	nt	-2	-4	1	-4
Nc1c(-c2ccccc2)c(CN2CCOCC2)nn1-c1ccc(F)cc1	-12	0.9	0	0.7	2	-1	-6	0
COc1ccccc1N1CCN(S(=O)(=O)c2cc(Br)cnc2N)CC1	nt	0.7	3	-0.1	2	5	-3	0

3 compounds out of the list above, ordered by the value under esBAF inh, smallest number first.
SMILES,esBAF inh
C[C@@H]1CN([C@@H](C)CO)C(=O)c2cc(NC(=O)Nc3ccccc3)ccc2O[C@@H]1CN(C)Cc1ccc2c(c1)OCO2,3
C[C@@H]1CCCCO[C@H](CN(C)C(=O)c2ccncc2)[C@H](C)CN([C@@H](C)CO)C(=O)c2cc(NS(=O)(=O)c3ccc(Cl)cc3)ccc2O1,6
COc1ccc(CN2CCCC(C(=O)c3ccc(SC)cc3)C2)cc1Cn1cccn1 (configuration not stated),7

Next section
SMILES	GSIS activator	F508del corr	esBAF inh	Xi reactivation	ERAP1 HTS inh	RAD54 inh	RAD52 inh	ARNT TACC3 PPI
Cc1ccccc1-c1nc(CS(=O)(=O)CC(=O)N2CCc3ccccc3C2)c(C)o1	-1	-0.3	-6	0.2	nt	0	-94	9
CC(C)NC(=O)N(C)C[C@H]1Oc2cc(-c3cncnc3)ccc2S(=O)(=O)N([C@@H](C)CO)C[C@@H]1C	12	-1.6	-3	-0.8	1	-17	-4	3
COc1ccc(S(=O)(=O)Nc2cccc3c2O[C@@H](CN(C)C(=O)Nc2ccc(C(F)(F)F)cc2)[C@@H](C)CN([C@H](C)CO)C3=O)cc1	-33	-2.0	0	0.2	0	1	-29	-6
CCS(=O)(=O)CCSc1nc2c(cc1C#N)CCCC2	12	0.0	nt	nt	7	nt	0	8
COC(=O)COc1cccc(NC(=O)C(c2ccccc2)c2ccccc2)c1	-22	-4.2	-8	0.2	nt	1	-33	2
C[C@H](CO)N1C[C@H](C)[C@H](CN(C)C(=O)NC2CCCCC2)Oc2ncc(C#Cc3cccc(F)c3)cc2C1=O	-43	-0.5	-1	-0.4	1	1	3	4
Cc1cc(C)n(S(=O)(=O)c2ccc(C)c(C)c2)n1	-14	-2.3	4	0.0	1	-20	-12	1
O=C(c1ccc(F)cc1)N1CC2(C1)[C@H](c1ccccc1)[C@H](CO)N2Cc1ccccn1	-1	-1.2	nt	0.2	-14	nt	-2	nt
CN(C(=O)c1ccc(F)cc1)c1ccccc1C(=O)NCc1ccccc1	5	0.6	nt	0.2	-3	-4	-22	-4
CCOc1ccccc1NC=C1C(=O)OC2(CCCCC2)OC1=O	12	2.7	5	nt	10	7	-7	-1
CN(C)C(=O)c1ccc(NC(=O)COc2cccc(Oc3ccccc3)c2)cc1	4	-2.2	-5	-0.1	0	9	-3	1
CCCN(C(=O)COC(=O)COc1c(C)cccc1C)c1c(N)n(Cc2ccccc2)c(=O)[nH]c1=O	-14	-2.8	-4	-0.1	-2	-1	-2	-1
Cc1cccc(CN2CCN(Cc3cccc4nonc34)CC2CCO)n1 (configuration not stated)	15	-2.4	-2	0.0	6	-1	-8	1
CCOC(=O)c1cccnc1SC(CC)C(=O)NCc1ccco1 (configuration not stated)	18	nt	3	nt	nt	6	nt	-1
C[C@@H]1CN([C@H](C)CO)C(=O)CCCn2cc(nn2)CO[C@H]1CN(C)C(=O)Nc1ccc(N2CCCCC2)cc1	-9&-5	2.3&-5.3&0.7	-5&-2	0.0&-0.4	-2&-1	-1&4	-23&-1&-12	13&0
COc1ccc(-c2cncnc2N)cc1OC	40	2.8	-3	0.1	2	-3	-8	nt
CC1Cn2c(nnc2-c2ccccc2O)S1 (configuration not stated)	9	-3.7	-1	0.3	nt	2	-5	nt
O=C(c1ccncc1)N1CCN(C2CCC(c3ccccc3)CC2)CC1 (configuration not stated)	4	2.4	nt	-0.1	1	11	-6	-23
O=C(COC(=O)c1cccs1)Nc1ccc(Cl)cn1	13	-3.6	-4	0.0	3	2	-9	-4
O=C(C1CCC1)N1CCCCN2[C@H](C1)[C@H](c1ccc(-c3ccncc3)cc1)[C@@H]2CO	11	2.9	-1	0.0	0	2	-7	-12
O=C(CSc1ccc(-c2ccccn2)nn1)NCc1ccc(Cl)cc1	3	4.5	2	-0.1	nt	nt	-15	53*
COCCNC(=O)CSc1nc2sc(C)c(C)c2c(=O)n1-c1ccccc1	-36	-0.6	-5	-0.1	-4	7	-3	nt
COc1ccccc1C(=O)NC(=O)CSc1cccc[n+]1[O-]	1	-1.3	nt	0.1	4	nt	-3	-6
CCC1(c2ccc(F)cc2)NC(=O)N(CC(=O)NC2CCCCCC2)C1=O (configuration not stated)	-21	2.0	-3	0.0	1	2	8	0
O=c1c2c3c(sc2nc(NCCO)n1-c1ccccc1)CCCC3	nt	nt	-3	-0.2	-1	-14	0	-2

Complete entries as entered above. Screens in order: GSIS activator | F508del corr | esBAF inh | Xi reactivation | ERAP1 HTS inh | RAD54 inh | RAD52 inh | ARNT TACC3 PPI
CCOc1ccccc1NC=C1C(=O)OC2(CCCCC2)OC1=O reads 12 | 2.7 | 5 | nt | 10 | 7 | -7 | -1
COc1ccccc1C(=O)NC(=O)CSc1cccc[n+]1[O-] reads 1 | -1.3 | nt | 0.1 | 4 | nt | -3 | -6

(continued)
SMILES	GSIS activator	F508del corr	esBAF inh	Xi reactivation	ERAP1 HTS inh	RAD54 inh	RAD52 inh	ARNT TACC3 PPI
C[C@H]1CN([C@@H](C)CO)C(=O)Cc2cc(NC(=O)Nc3ccc4c(c3)OCO4)ccc2O[C@@H]1CN(C)Cc1ccncc1	14	0.4	-2	0.1	1	-2	7	-2
CCC(CO)(CO)N(CC(=O)Nc1ccc(OC)cc1)CC(=O)Nc1ccc(OC)cc1	-19	4.6	-2	0.3	-2	-6	-8	18
FC(F)(F)c1cccc(NC(=S)NC(c2ccccc2)c2ccccc2)c1	-28	-0.2	nt	2.2	1	9	-4	-5
CN[C@H](C)C(=O)NC[C@H]1O[C@@H](n2cc(C)c(=O)[nH]c2=O)C[C@@H]1O	2	-1.1	-4	0.0	0	5	-1	nt
O=C(NCCOc1ccccc1)C1C(=O)Nc2ccccc2C(=O)N1C1CCCCC1 (configuration not stated)	-20	-0.1	nt	0.0	nt	nt	-15	nt
CC1CCCN(CCCOc2ccccc2-c2ccccc2)C1 (configuration not stated)	-5	-0.3	nt	0.1	2	nt	-5	4
CCCNC(=O)N[C@@H]1C=C[C@@H](CC(=O)NC2CCCCC2)O[C@H]1CO	-5	-0.1	-4	-0.3	1	2	-24	3
O=C(Nc1cccc(F)c1)N1CC(=O)N2[C@H](CO)[C@H](c3ccc(-c4cccc(F)c4)cc3)[C@H]2C1	-34	2.3	nt	0.1	0	nt	14	nt
COc1cccc(-c2oc3c(c2C#CC2(N)CCCCC2)C(O)CCC3)c1 (configuration not stated)	-13	-0.6	nt	0.0	nt	nt	-46	nt
Cc1cc(NC(=O)CSc2nnc(-c3ccncc3)n2-c2ccccc2)no1	8	-2.0	nt	0.6	-1	nt	-20	-6
COc1cc(CNc2ccc3[nH]c(=O)[nH]c3c2)ccc1OCc1ccc(Cl)cc1	6	3.0	55*	0.4	-2	-6	-9	-9
Cc1ccc(NC(=O)CNC(=O)c2ccc(Oc3ccccc3)cc2)nc1	8	0.1	11	-0.3	4	-3	-12	-7
C[C@@H]1CN([C@H](C)CO)C(=O)c2cc(NC(=O)Nc3ccccc3)ccc2O[C@@H](C)CCCCO[C@H]1CN(C)C(=O)Cc1ccccc1	-13	2.0	2	0.1	1	2	-7	-6
COc1ccc(-c2cc(C(F)F)n3ncc(C(=O)N4CCc5ccccc54)c3n2)cc1	6	14*	-15	0.0	-1	-11	3	19
